HCMV inh – qHTS Assay for inhibitors of the human cytomegalovirus (HCMV); HFF cells, HCMV-luciferase reporter, 72 h; hits give low values; activity change, negative = inhibition, % at 57.5 µM; 4.5% of 410,000 active; AID 1259415, 2018; in the data active = activity change below about -60%; inconclusive = no clear call, values can overlap the other calls; inactive = above about -39%
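After 16 h attachment at 37C, HFF cells received test compound and HCMV-luciferase (1 PFU/cell); reporter luminescence read 72 h later, data normalized against buffer-only and known inhibitor Salinomycin.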
AmpC inh detg – qHTS Inhibitors of AmpC Beta-Lactamase (assay with detergent); 0.041% of 370,000 active; P00811; AmpC hydrolysis of nitrocefin, absorbance 480 nm, 0.01% Triton; Potency, µM (highest dose often 114 µM), for the others: top-dose activity change, negative = inhibition, most hits filed as inhibitors; AID 485294, 2010;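 also: potency is read from the fitted curve at half-maximal effect; 0% = no-compound wells and -100% = no-enzyme wells; nearly all actives have a fitted effect of over 25% in size; some results filed as inactive show a strong effect at the top dose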
Target sequence (P00811 whole entry, looked up): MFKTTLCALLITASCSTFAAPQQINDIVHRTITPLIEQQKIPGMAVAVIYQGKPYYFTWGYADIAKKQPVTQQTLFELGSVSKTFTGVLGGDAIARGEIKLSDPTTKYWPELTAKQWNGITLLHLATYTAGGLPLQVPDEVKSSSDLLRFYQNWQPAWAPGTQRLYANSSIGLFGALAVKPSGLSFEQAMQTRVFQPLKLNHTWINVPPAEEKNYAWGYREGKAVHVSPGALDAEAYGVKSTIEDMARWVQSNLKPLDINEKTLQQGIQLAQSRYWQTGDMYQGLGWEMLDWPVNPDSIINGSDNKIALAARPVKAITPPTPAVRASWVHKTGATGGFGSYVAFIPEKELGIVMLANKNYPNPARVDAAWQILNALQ
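AmpC (5.3 nM in the dispensed reagent) in 20 mM phosphate pH 7.0 with 0.01% (detergent screen) or 0.0001% Triton X-100 was preincubated with compounds for 15 min at room temperature. Nitrocefin was then added from an 800 uM solution, and hydrolysis was followed at 480 nm.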
HCV inhibitor – qHTS Assay for Inhibitors of Hepatitis C Virus (HCV) | Huh7.5.1 HCVcc-Cre infection, luciferase reporter, 44 h | Potency, µM (titrated, usually from 41.8 µM), for inactives: at the top dose activity change, negative = inhibition, most hits filed as inhibitors | 3.4% of 340,000 active; also: potency is read from the fitted curve at half-maximal effect
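HCVcc-Cre virus at an moi near 0.5 was added right after compound to cells cultured 4 h from seeding (1,000 cells/well). Luciferase activity was determined 44 h later, 15 min after substrate addition at RT.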
FBPA Giardia inh – qHTS Assay for Inhibitors of Fructose-1,6-bisphosphate Aldolase from Giardia Lamblia | A8B2U2 | Potency, µM (series often up to 59.6 µM), for the others: at the top dose activity, negative = inhibition, most hits filed as inhibitors | 0.71% of 290,000 active | AID 2451, 2010 | purified Giardia FBPA; also: potency is read from the fitted curve at half-maximal effect; nearly all actives have a fitted effect of over 55% in size
Target sequence (A8B2U2 whole entry, looked up): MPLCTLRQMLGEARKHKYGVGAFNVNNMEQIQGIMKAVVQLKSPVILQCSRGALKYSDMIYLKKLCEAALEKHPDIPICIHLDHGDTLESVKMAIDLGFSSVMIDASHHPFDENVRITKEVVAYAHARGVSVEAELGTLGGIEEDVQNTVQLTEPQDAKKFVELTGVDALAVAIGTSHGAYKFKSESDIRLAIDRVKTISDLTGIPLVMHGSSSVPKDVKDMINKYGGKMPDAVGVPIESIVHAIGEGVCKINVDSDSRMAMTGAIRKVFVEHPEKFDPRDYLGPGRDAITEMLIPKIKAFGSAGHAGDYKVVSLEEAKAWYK
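Giardia FBPA (40 nM reagent) was preincubated 10 min at RT with compound (up to 57.5 uM final), then substrate plus GAPDH/TPI/NAD/arsenate coupling system with diaphorase/resazurin was added; resorufin fluorescence (525/598 nm) was read after 20 min.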
Sm TGR block – qHTS Assay for the Inhibitors of Schistosoma Mansoni Peroxiredoxins | Schistosoma mansoni thioredoxin glutathione reductase (TGR), Q962Y6 | purified TGR, DTNB reduction, TNB absorbance 405 nm | Potency, µM (doses to about 114 µM), for inactives: top-dose activity change, negative = inhibition, usual class: inhibitors | 3% of 360,000 active; also: potency is read from the fitted curve at half-maximal effect; nearly all actives have a fitted effect of over 60% in size
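Kinetic colorimetric format: TGR-catalysed, NADPH-driven DTNB reduction monitored via TNB absorbance. Enzyme dispensed at 20 nM; compound exposure 15 min at room temperature before reaction start.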
AmpC no deterg – qHTS Inhibitors of AmpC Beta-Lactamase (assay without detergent). P00811. Potency, µM (titrated, usually from 57.1 µM), without a hit: at the highest dose activity change, negative = inhibition, hits mostly inhibitors. 0.52% of 330,000 active. AmpC nitrocefin hydrolysis, absorbance 480 nm, 0.0001% Triton. AID 485341, 2010;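 also: potency is read from the fitted curve at half-maximal effect; plate controls were no compound for no effect and no enzyme for full effect; nearly all actives have a fitted effect of over 20% in size; some results filed as inactive show a strong effect at the top dose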
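AmpC (5.3 nM in the dispensed reagent) in 20 mM phosphate pH 7.0 with 0.01% (detergent screen) or 0.0001% Triton X-100 was preincubated with compounds for 15 min at room temperature. Nitrocefin was then added from an 800 uM solution, and hydrolysis was followed at 480 nm.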
Active calls of the source: *; ? = inconclusive; . = not tested or not shown; & = joins results of further samples; [ ] = remark or other dose. Unless noted, calls follow the shape of the dose curve; as a rule, active = well fitted curve in the direction sought with a large enough effect; inconclusive = small, poorly fitted or top-dose-only effect, or another doubt; inactive = no such curve, though single readings can be large; an effect the other way counts as inactive or inconclusive. Unless noted, % is scaled to controls: 0 for no effect and ±100 for the full control effect.

(1) COc1ccc(S(=O)(=O)c2c[nH]c(=S)[nH]c2=O)cc1Cl
(2) COC(=O)C(O)(c1ccc(NC(=O)c2ccco2)c(OC)c1)C(F)(F)F (centres undefined)
(3) Cc1cc(C)cc(N(CC(=O)NCc2ccc(F)cc2)C(=O)CCC(=O)Nc2ccccn2)c1
(4) CCCCSc1nnc2c(n1)OC(c1ccc(Br)s1)N(C(C)=O)c1ccccc1-2 (centres undefined)
(5) Cc1onc(-c2ccccc2)c1C(=O)NNC(=O)c1ccccc1
(6) Cc1ccc(C(=O)NCC(c2ccco2)S(=O)(=O)c2ccccc2)cc1C (centres undefined)
(7) Cc1ccc(C)c(NC(=O)CCC(=O)N/N=C/c2ccc3c(c2)OCO3)c1
(8) CCn1nccc1C(=O)Nc1cc(Cl)cc(Cl)c1

Assay by compound	1	2	3	4	5	6	7	8
HCMV inh	-1	15	66	-2	1	6	-12	4
AmpC inh detg	-4%	?	-1%	-9%	-1%	10%	7%	7%
HCV inhibitor	7%	0%	-14%	.	?	.	-6%	-10%
FBPA Giardia inh	-4%	-4%	2%	.	.	.	-5%	-2%
Sm TGR block	-18%	-16%	8%	5%	-17%	-16%	12%	-4%
AmpC no deterg	-18%	-12%	-1%	.	-20%	.	-6%	-3%

(9) Cc1ccc(-c2ccc(CCC(=O)O)n2-c2ccc(C(=O)O)cc2)cc1
(10) COc1cccc(C(=O)Nc2ccc(N3CCN(C(=O)c4ccco4)CC3)cc2)c1
(11) O=C(Nc1ccccc1C(=O)NCc1cccnc1)c1ccc(Cl)cc1Cl
(12) O=C(c1ccc2ncsc2c1)N1CCN(c2ccc(O)cc2)CC1
(13) COC(=O)c1c(NC(NC(=O)CC(C)C)C(Cl)(Cl)Cl)sc2c1CCC2 (centres undefined)
(14) O=C(CSC(=S)N1CCOCC1)Nc1nc(=O)c2ccccc2s1
(15) CN1C(=O)/C(=C/c2cn(CC(=O)NCc3ccco3)c3ccccc23)NC1=S
(16) CCN(CC)S(=O)(=O)c1cc(NC(=O)C(C)Nc2ccccc2N2CCOCC2)ccc1C (centres undefined)

Assay by compound	9	10	11	12	13	14	15	16
HCMV inh	29	-1	-27	?	-26	.	13	-33
AmpC inh detg	1%	1%	0%	-4%	-1%	?	-7%	?
HCV inhibitor	8%	-27%	9%	-11%	?	11%	.	?
FBPA Giardia inh	7%	8%	0%	-4%	2%	?	?	-9%
Sm TGR block	14µM*	-10%	5%	-15%	0%	-9%	16%	-1%
AmpC no deterg	-20%	0%	-13%	-13%	-12%	-18%	-27%	142%[activator]

(17) C/C(=N\NC(=O)c1ccc(Br)cc1)c1cccc(NC(=O)c2cccnc2)c1
(18) COc1ccc(N2CCN(C(=O)c3cn(Cc4ccccc4)nc3-c3cccnc3)CC2)cc1
(19) Cc1ccc(S(=O)(=O)N2CCC(N3CCN(Cc4ccccc4)C(=O)C3=O)CC2)cc1C
(20) O=C(COC(=O)C1COc2ccccc2O1)NC(=O)NC1CCCC1 (centres undefined)
(21) COc1cc(NC(=O)c2ccc(Br)o2)ccc1NC(=O)C(C)C
(22) CC(C)C[C@H](NC(=O)N1CCn2c1nc1ccccc12)C(=O)N[C@@H](C(=O)O)c1ccccc1
(23) CC(=O)Nc1ccc(C(=O)N2CCCc3ccccc32)cc1
(24) CS(=O)(=O)N(CC(=O)N1CCN(Cc2ccccc2)CC1)c1cccc(F)c1

Assay by compound	17	18	19	20	21	22	23	24
HCMV inh	30	-3	12	-13	-7	23	26	7
AmpC inh detg	0%	4%	2%	-2%	-15%	-3%	-13%	0%
HCV inhibitor	-21%	17%	.	14%	?	5%	39%[activator]	4%
FBPA Giardia inh	-2%	.	.	5%	1%	-7%	9%	0%
Sm TGR block	.	2%	0%	6%	2%	6%	2%	0%
AmpC no deterg	-50%	79%[activator]	.	-22%	-17%	-20%	-2%	45%

(25) O=C(CCCn1c(=O)[nH]c2cc(Cl)ccc2c1=O)NCC1CCCO1 (centres undefined)
(26) O=C1N[C@@H](c2ccccc2)COC(=O)[C@@H](Cc2ccc(F)cc2)CC/C=C/C[C@@H]1CC(=O)N(CCO)Cc1ccccc1
(27) Cc1ccc(CNC(=O)COc2ccc(C(=O)c3ccc(F)cc3)cc2)cc1
(28) CCN(CCCNC(=O)CCNC(=O)Cn1cnc2ccccc2c1=O)c1cccc(C)c1
(29) CCCc1cc(C(=O)N2CCCC(N3CCN(c4ccccc4F)CC3)C2)n(C)n1 (centres undefined)
(30) CCOC(=O)c1cccc(NC(=O)CSc2nnc(COc3ccc(Cl)cc3)o2)c1
(31) O=c1c2ccccc2nc(SCc2nc3ccccc3s2)n1CCCO
(32) Nc1nnc(CC(=O)N/N=C/c2ccc(-c3ccccc3)o2)s1

Assay by compound	25	26	27	28	29	30	31	32
HCMV inh	20	-10	-75*	60	30	-39	320	-6
AmpC inh detg	?	.	-7%	2%	-12%	?	-8%	2%
HCV inhibitor	-4%	?	14%	-21%&18%	?	-2%	?	-2%
FBPA Giardia inh	0%	.	5%	-16%	.	-4%	-9%	-2%
Sm TGR block	-2%	.	-14%	-12%	-25%	-27%	0%	-13%
AmpC no deterg	-18%	118%[activator]	-17%	135%[activator]	173%[activator]	-11%	136%[activator]	-53%

(33) CCOc1ccc(Br)cc1S(=O)(=O)NCc1ccc(S(N)(=O)=O)cc1
(34) COc1ccc(SCc2noc(C(=O)NC(C)C)c2C(=O)O)cc1
(35) O=C(c1nc2ccccn2c1CN1CCCC(O)C1)N1CCN(C2CCCCC2)CC1 (centres undefined)
(36) O=C(O)c1cn(-c2ccccc2)nc1C(=O)O
(37) CCOC(=O)c1c(C)[nH]c(C)c1C(=O)COC(=O)c1ccccc1O
(38) COC(=O)C1=C(C)N(Cc2ccccc2)C(=NCCc2cccnc2)N[C@H]1c1ccc(Br)cc1
(39) COc1cc(OC)nc(NC(=O)COC(=O)c2cccc(Cl)c2)n1
(40) Cc1cc(C)n(CCNS(=O)(=O)c2ccc(C)c(C)c2)n1

Assay by compound	33	34	35	36	37	38	39	40
HCMV inh	46	10	5	-24	-2	.	-32	14
AmpC inh detg	4%	-6%	-9%	-13%	1%	-14%	?	3%
HCV inhibitor	2%	-6%	?	10%	-7%	2.8µM*	3%	-1%
FBPA Giardia inh	-2%	4%	-4%	19%	-11%	-11%	5%	3%
Sm TGR block	-7%	-23%	-22%	-8%	-17%	0%	0%	4%
AmpC no deterg	-30%	-14%	48%[activator]	-14%	-5%	110%&122%[activator]	-26%	-5%

(41) CCN(CC#CCC1(O)c2ccccc2-c2ccccc21)C(C)C
(42) CCC1CCCCN1C(=O)COC(=O)c1cc(C)nc2ccccc12 (centres undefined)
(43) CC1(C)CC(C(=O)Nc2nccs2)CCO1 (centres undefined)
(44) COc1cc2ccccc2cc1C(=O)NC1CCCCC1
(45) CCN1CCN(c2cc(C)c3cc(NC(=O)/C=C/c4cccc(OC)c4OC)ccc3n2)CC1
(46) COC(=O)[C@@]12CCCCN1[C@H](c1ccc(-c3cc(C(C)=O)cs3)cc1)[C@H]1C(=O)N(C)C(=O)[C@H]12
(47) Cc1ccc(-c2noc(CCC(=O)NCC3CCCO3)n2)cc1 (centres undefined)
(48) O=C(CSc1nnc(-c2cccs2)n1CC1CCCO1)c1cc2ccccc2o1 (centres undefined)

Assay by compound	41	42	43	44	45	46	47	48
HCMV inh	35	?	8	-22	-100*	-16	-12	5
AmpC inh detg	-15%	4%	?	-7%	5%	1%	1%	-1%
HCV inhibitor	22%	-14%	-7%	?	.	19%	7%	-13%
FBPA Giardia inh	2%	.	3%	.	.	.	4%	-1%
Sm TGR block	0%	2%	2%	-1%	5%	-19%	-5%	?
AmpC no deterg	0%	67%[activator]	-2%	-19%	.	-11%	0%	-26%

Complete entries, looked up by structure:
CCC1CCCCN1C(=O)COC(=O)c1cc(C)nc2ccccc12 (centres undefined) as listed: HCMV inh: ?; AmpC inh detg: 4%; HCV inhibitor: -14%; FBPA Giardia inh: .; Sm TGR block: 2%; AmpC no deterg: 67%[activator]
O=C(CSc1nnc(-c2cccs2)n1CC1CCCO1)c1cc2ccccc2o1 (centres undefined) as listed: HCMV inh: 5; AmpC inh detg: -1%; HCV inhibitor: -13%; FBPA Giardia inh: -1%; Sm TGR block: ?; AmpC no deterg: -26%
Cc1ccc(-c2noc(CCC(=O)NCC3CCCO3)n2)cc1 (centres undefined) as listed: HCMV inh: -12; AmpC inh detg: 1%; HCV inhibitor: 7%; FBPA Giardia inh: 4%; Sm TGR block: -5%; AmpC no deterg: 0%

The listing picks up; the 2 compounds before the break are reprinted first.
(47) Cc1ccc(-c2noc(CCC(=O)NCC3CCCO3)n2)cc1 (centres undefined)
(48) O=C(CSc1nnc(-c2cccs2)n1CC1CCCO1)c1cc2ccccc2o1 (centres undefined)
(49) C/C(=N/OC(=O)c1ccc(C(F)(F)F)cc1)c1oc(C)nc1C
(50) COCCN1CCN(C(=O)C2CCC(=O)N(CCCc3ccccc3)C2)CC1 (centres undefined)
(51) CC(=O)c1sc2nc(C)cc(C)c2c1N
(52) CCCc1cc(=O)oc2cc(C)cc(OCC(=O)NCc3ccncc3)c12
(53) O=C(COc1ccc(S(=O)(=O)N2CCCC2)cc1)N1CCN(c2ccccc2F)CC1
(54) COCCN(C(=O)CC1C(=O)NCCN1Cc1ccc(-c2ccccc2)cc1)C(C)C (centres undefined)
(55) N#Cc1nc(-c2ccco2)oc1N1CCN(c2cccc(Cl)c2)CC1
(56) COc1cc(NC(=O)C(C)N2CCN(C(=O)C3CC3)CC2)cc(OC)c1 (centres undefined)
(57) COc1ccc2c(c1)c(CC(=O)OCC(=O)O)c(C)n2C(=O)c1ccc(Cl)cc1

Assay by compound	47	48	49	50	51	52	53	54	55	56	57
HCMV inh	-12	5	63	6	-36	-27	?	-23	-26	-2	8
AmpC inh detg	1%	-1%	2%	0%	0%	1%	?	5%	-13%	-12%	2%
HCV inhibitor	7%	-13%	-7%	4%	?	-10%	?	9%	22%	2%	-10%
FBPA Giardia inh	4%	-1%	1%	.	-11%	-6%	3%	-15%	0%	.	?
Sm TGR block	-5%	?	5%	-13%	-4%	-6%	-6%	40µM*	1%	0%	-1%
AmpC no deterg	0%	-26%	63%[activator]	-1%	?	26%	24%	176%[activator]	-10%	-31%	27%

Compound activity as filed in PubChem.
